# PLCg1 inh = PLC-gamma1 (human) inhibition, primary screen | purified PLC-gamma1, fluorogenic substrate, fluorescence | inhibition, % at 12.2 µM | hit rate 0.84% among 370,000 | AID 720700; in the data active = inhibition above about 9.5%
# ADAM17 inh = inhibits human ADAM17; P78536; recombinant ADAM17, EDANS/DABCYL FRET peptide cleavage; inhibition, % at 6.95 µM; hit rate 0.83% among 370,000;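 active = inhibition above the mean of compounds lying between control limits plus 3 SD, set per campaign, cut at about 8.5% in these data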;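 note: 0% = DMSO-only wells as the low control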
# Target sequence (P78536 215-824 limits assumed): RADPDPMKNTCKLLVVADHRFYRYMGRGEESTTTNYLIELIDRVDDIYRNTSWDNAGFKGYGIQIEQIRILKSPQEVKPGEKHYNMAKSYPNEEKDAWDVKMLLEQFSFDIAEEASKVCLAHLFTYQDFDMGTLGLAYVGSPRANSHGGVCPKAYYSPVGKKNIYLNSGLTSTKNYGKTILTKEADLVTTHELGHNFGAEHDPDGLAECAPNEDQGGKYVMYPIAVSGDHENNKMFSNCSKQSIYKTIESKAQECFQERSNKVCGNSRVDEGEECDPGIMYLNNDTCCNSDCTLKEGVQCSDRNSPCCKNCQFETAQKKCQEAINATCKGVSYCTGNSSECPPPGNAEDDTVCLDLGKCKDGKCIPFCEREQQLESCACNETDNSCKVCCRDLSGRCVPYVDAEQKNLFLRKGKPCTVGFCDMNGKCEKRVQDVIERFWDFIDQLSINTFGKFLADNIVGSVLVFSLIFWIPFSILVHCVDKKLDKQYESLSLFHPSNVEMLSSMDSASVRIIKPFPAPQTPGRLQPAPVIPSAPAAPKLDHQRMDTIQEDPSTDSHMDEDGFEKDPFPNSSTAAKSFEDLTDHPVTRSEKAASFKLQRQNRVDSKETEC
# sPLA2-III inh = Inhibits HGIII-sPLA2 liposome hydrolysis, primary screen; hit rate 0.56% among 370,000; QFRET BODIPY PC-A2 liposome hydrolysis, fluorescence; Q9NZ20; AID 743126; inhibition, % at 12.2 µM;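 active = inhibition above mean plus 3 SD of compounds lying within the high and low control bounds, cut at about 19% in these data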;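 note: 0% = median of test compound wells and 100% = no enzyme DMSO wells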
# DAX1 inh-1 = blocks DAX1 repression of SF-1 activated StAR promoter. inhibition, % at 6.8 µM. HEK293T StAR-luciferase reporter, SF-1/DAX-1 repression relief. hit rate 1.1% among 370,000. AID 652010;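 active = inhibition above the mean over all tested compounds plus 3 SD, cut at about 3.6% in these data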;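 note: 0% = DAX-1 cells with DMSO and 100% = cells lacking DAX-1 with DMSO; higher inhibition means more luminescence from relief of DAX-1 repression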
# FXN GAA850 act = increases GAA850 frataxin promoter reporter activity. HEK293 lucGAA850 FXN promoter luciferase reporter, 24 h; percent of 10 µM SAHA response. activation, % at 6 µM. hit rate 0.56% among 360,000. AID 540364;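 active = activation above the average of all compounds screened plus 3 SD, cutoff fixed separately per campaign, cut at about 7.5% in these data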;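 note: 0% = DMSO wells and 100% = 10 µM SAHA wells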
# PLCb3 inh = PLC-beta3 (human) inhibition, primary screen; Q01970; Purified PLC-beta3, fluorogenic substrate, fluorescence; inhibition, % at 12.2 µM; hit rate 0.18% among 370,000; AID 720704; in the data active = inhibition above about 11%;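 note: 0% = median of compound wells on plate and 100% = full blocker control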
# hcDAF12 agonist = H. contortus DAF-12 activation, primary screen; HEK293 hcDAF-12 lit1-tk-luc reporter, luminescence; 0% DMSO, 100% Δ7-dafachronic acid; activation, % at 6.8 µM; hit rate 1.4% among 370,000; AID 652067;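 active = activation above the mean of all tested compounds plus 3 SD, cut at about 5.5% in these data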;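 note: 100% = response to 3 µM Δ7-dafachronic acid high control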
# ssDAF-12 act = activates DAF-12 receptor from parasite S. stercoralis | activation, % at 6.8 µM | AID 652126 | hit rate 1% among 370,000 | HEK293 ssDAF-12/GRIP1 lit1-tk-luc reporter, luminescence; % of 3 µM dafachronic acid response;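 active = activation above the mean over all tested compounds plus 3 SD, cut at about 0.9% in these data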;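 note: 0% = DMSO-only wells and 100% = 3 µM delta7-dafachronic acid wells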
# hgDAF12 agonist = hgDAF-12 agonism, primary luciferase screen. hit rate 1.8% among 370,000. AID 687014. activation, % at 6.8 µM. HEK293 GAL4-hgDAF12 UAS-luciferase reporter, agonist luminescence; normalized to butyrate control;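 active = activation above a cutoff set at the mean of all screened compounds plus 3 SD, cut at about 10% in these data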;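 note: 0% = DMSO wells and 100% = sodium butyrate wells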
# DAX1 inh-2 = inhibits human nuclear receptor DAX1. AID 504766. P51843. hit rate 0.99% among 340,000. HEK293 Gal4-DAX1 luciferase reporter, luminescence. inhibition, % at 6.75 µM;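 active = inhibition above the mean over all tested compounds plus 3 SD, cut at about 4.2% in these data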;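 note: 0% = DAX1-transfected cells with DMSO and 100% = empty-vector control cells with DMSO; inhibition shows as a rise in luminescence from relieved DAX1 repression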
# ADAM10 inh = inhibits human ADAM10; O14672; recombinant ADAM10, EDANS/DABCYL FRET peptide cleavage, 3 h; inhibition, % at 7 µM; hit rate 0.62% among 370,000; AID 720582;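 active = inhibition above a per-campaign cutoff equal to the mean of compounds falling between control-based bounds plus 3 SD, cut at about 20% in these data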;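 note: 0% = DMSO wells while the 100% control is not disclosed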
# Target sequence (O14672 214-748 limits assumed): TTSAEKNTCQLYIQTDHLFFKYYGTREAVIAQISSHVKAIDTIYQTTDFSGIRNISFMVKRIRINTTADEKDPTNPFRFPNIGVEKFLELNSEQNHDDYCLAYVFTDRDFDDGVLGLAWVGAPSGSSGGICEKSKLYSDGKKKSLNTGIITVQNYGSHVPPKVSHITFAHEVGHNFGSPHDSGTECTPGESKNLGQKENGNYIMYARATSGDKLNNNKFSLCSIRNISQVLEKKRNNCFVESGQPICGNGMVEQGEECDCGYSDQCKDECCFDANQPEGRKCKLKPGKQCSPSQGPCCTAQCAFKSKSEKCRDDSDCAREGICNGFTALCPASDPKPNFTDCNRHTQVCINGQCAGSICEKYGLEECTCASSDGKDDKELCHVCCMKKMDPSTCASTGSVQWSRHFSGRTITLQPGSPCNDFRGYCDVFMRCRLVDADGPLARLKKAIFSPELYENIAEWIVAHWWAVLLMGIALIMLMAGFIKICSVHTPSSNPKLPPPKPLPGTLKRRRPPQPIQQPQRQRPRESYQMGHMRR
# * = called active by the depositor; x = not tested or not shown; & = joins results of further samples.
SMILES,PLCg1 inh,ADAM17 inh,sPLA2-III inh,DAX1 inh-1,FXN GAA850 act,PLCb3 inh,hcDAF12 agonist,ssDAF-12 act,hgDAF12 agonist,DAX1 inh-2,ADAM10 inh
Cc1ccc(SC(C)C(=O)N2CCN(c3ccccc3)CC2)cc1 (stereo unspecified),-1,-3,0,-0.2,1.9,-7,-0.8,-1.0,0.0,0.2,-19
COC(=O)N1CC(=O)N(OC)C1c1ccc(Cl)cc1Cl (stereo unspecified),-1,-5,-6,0.0,-1.6,-2,-1.1,-0.4,0.9,2.1,-6
Cc1ccc(NC(=O)CN(Cc2ccccc2)S(C)(=O)=O)cc1C,6,4,-6,-0.4,0.4,3,-2.0,-1.2,-1.2,0.5,5
CCC(C)OC(=O)C1=C(C)NC(=O)NC1c1ccc(F)cc1 (stereo unspecified),6,4,2,0.5,0.7,6,-3.3,-2.3,-2.2,-0.1,7
c1cc(SSc2ccncc2)ccn1,0,-3,2,-0.2,1.1,-4,-0.8,-0.5,0.0,0.1,2
O=C(/C=C/c1cn(CC(O)CN2CCCCCC2)c2ccccc12)c1cccs1 (stereo unspecified),-307,-4,-7,0.8,-0.6,-292,1.6,-0.6,1.3,-1.6,-3
CC(NC(=O)CN(C1CCCCC1)S(C)(=O)=O)c1ccccc1 (stereo unspecified),-1,5,-25,0.0,-3.3,-61,-1.4,-0.3,-0.6,0.2,8
Clc1ccc(-c2nnc(COc3ncnc4sccc34)o2)cc1,-4,-2,-2,0.3,2.0,-7,0.1,-1.5,3.1,-1.2,-10
COc1cc2c(cc1OC)[C@@H]1Cc3cc4c(cc3[C@H](C2)N1C)OCO4,-3,0,1,0.2,-0.1,2,0.1,-0.6,-0.8,0.6,4
Cc1ccc(-c2nnc(-c3ccc(NC(=O)c4ccco4)cc3)o2)cc1,-1,2,-4,-0.2,-0.1,-3,-0.5,-1.1,0.8,1.5,4
CC(C)(C)C(=O)NC(=C(Cl)Cl)P(=O)(O)O,-1,-5,6,0.2,2.3,-2,-1.2,-1.5,0.4,0.6,-5
COc1ccc(CC(=O)Oc2ccccc2C)cc1,1,-4,-2,-0.1,1.6,0,-0.3,-1.6,-2.4,-0.6,-7
Cn1c(CNC(=O)CCNC(=O)c2ccccc2)cc(=O)n(C)c1=O,2,-1,9,0.2,2.2,-8,-0.6,-1.3,-0.8,0.3,-9
CCOc1ccc(NC(=O)[C@H](C)NC(=O)C2CC(=O)N(c3ccc(OC)cc3)C2)cc1 (stereo partly specified),9.6*,5,7,0.5,-1.0,6,0.0,-0.3,0.8,0.8,3
COc1cc(CN=Cc2c(O)n(Cc3ccccc3)c(=S)[nH]c2=O)cc(OC)c1,4,1,1,0.0,0.2,-2,-0.5,-1.2,-0.8,-0.5,3
CCCn1c(N)c(N2CCCCC2)c(=O)n(CC(=O)Nc2ccc(C(C)=O)cc2)c1=O,0,-1,5,-1.7,0.2,-4,-0.6,-0.9,-1.2,-0.2,-1
COc1ccc(C(=O)COC(=O)c2cc(S(=O)(=O)N3CCCCC3)ccc2N2CCOCC2)c(OC)c1,3,-1,-9,0.5,3.0,0,1.1,-0.6,0.7,-0.3,-2
Clc1ccc(-n2ncc3c(NCCN4CCOCC4)ncnc32)cc1,3,0,2,-3.3,-10,2,-4.7,-2.6,-11,1.7,4
CN(C)CCCN(C(=O)COc1ccc(Cl)cc1)c1nc2cc3c(cc2s1)OCCO3,5,-3,-5,1.5,0.5,-8,0.0,-0.4,1.1,0.6,-12
O=C(Cc1cccc(NC(=O)C2CCCN(C(=O)CCc3ccccc3)C2)c1)Nc1cccc(C(=O)N2CCCCC2)c1 (stereo unspecified),1,-5,-15,-0.7,0.4,-3,-1.9,-0.6,-3.5,-0.6,-10
CC(C)c1ccc([C@@H]2O[C@H](CCc3ccccc3)Cc3[nH][nH]c(=O)c32)cc1,5,2,-28,0.1,x,2,-0.6,-1.0,-1.0,x,7
Cc1cc(C)nc(N/N=C/c2cn[nH]c2-c2ccccc2)n1,1,-4,10,-0.2,-0.7,-11,-0.6,-1.0,-0.5,0.0,-6
N[C@@H](Cc1ccc(O)c(O)c1)C(=O)O,-6,-4,-4,0.4,-1.5,-8,-0.6,-0.8,-0.9,1.8,-14
Cc1nc(C)c(C(=O)N2CCCC(CCC(=O)NCc3ccc(F)c(F)c3)C2)s1 (stereo unspecified),-1,-2,1,0.3,1.1,-2,-2.0,-1.3,-1.5,1.8,-10
CC1CCc2nc(NC(=O)CN3CCN(Cc4ccc5c(c4)OCO5)CC3)sc2C1 (stereo unspecified),3,0,-15,-0.5,-2.2,3,-1.9,-1.5,-0.7,-1.7,4

# (listing goes on)
SMILES,PLCg1 inh,ADAM17 inh,sPLA2-III inh,DAX1 inh-1,FXN GAA850 act,PLCb3 inh,hcDAF12 agonist,ssDAF-12 act,hgDAF12 agonist,DAX1 inh-2,ADAM10 inh
COc1cccc(-n2c(N)c(C(=O)Nc3c(C)n(C)n(-c4ccccc4)c3=O)c3nc4ccccc4nc32)c1,-27,-25,-2,0.4,-1.2,-49,0.3,-1.0,0.4,2.8,-55
COc1cc(C2CC(=O)N(CC(=O)NCc3ccco3)c3ccccc3S2)cc(OC)c1OC (stereo unspecified),0,-4,-5,-0.9,-1.9,2,-1.0,-1.4,-2.3,-0.4,1
O=C(Nc1nccs1)c1cc2c(s1)CCCCC2,-19,1,-1,-1.0,-11,-25,-0.9,-2.0,-1.3,-5.1,3
CCCCN(CC)C(=O)c1ccc(Cl)c(Cl)c1,-1,-2,2,0.1,2.9,1,0.9,-1.5,-1.5,-0.3,-4
Cc1ccc(S(=O)(=O)N2C[C@H]3C(=O)C[C@@H](c4ccccc4)N(S(=O)(=O)c4ccc(C)cc4)[C@H]3C[C@H]2c2cccc3ccccc23)cc1,6,11*,-4,0.6,x,1,1.9,-1.2,5.9,x,7
COc1cccc(-c2ncc3ccccc3c2COC(=O)N(C)C)c1,-2,0,-2,-0.9,-0.2,-1,-0.9,-1.5,-1.0,-1.4,-2
Cc1nc(C)c(C(=O)OCC(=O)NCCc2ccc(F)cc2)s1,0,0,0,2.5,0.2,-6,-1.8,-1.3,-0.6,2.1,-4
O=C(O)CC(O)C(=O)O (stereo unspecified),1,-2,-4,0.4,-0.3,6,1.4,-1.2,3.3,0.7,1
CC(=O)C1=C(C)OC(N)=C(C#N)C1c1cccnc1 (stereo unspecified),-5,-7,4,0.4,1.6,-15,-0.6,-0.8,-2.7,3.7,-12
COc1ccc(CCNC(=O)CCNC(=O)N2CC(=O)Nc3ccccc32)cc1OC,3,-3,4,1.4,-0.2,4,0.5,-0.8,6.0,1.0,1
O=C(NCCO)c1cc2cc(Cl)cc(Cl)c2oc1=O,-176,-8,0,0.0,1.6,-197,-1.1,-1.6,0.2,-0.6,-25
CN(C)S(=O)(=O)c1ccc(N2CCCC2=O)c([N+](=O)[O-])c1,0,-2,2,0.1,4.6,2,-2.0,-1.1,-0.9,-1.4,3
Cc1cccc(C)c1NC(=S)N(CCN(C)C)C(C)c1ccccn1 (stereo unspecified),2,-2,-1,0.0,-0.2,0,0.0,-1.5,0.1,-0.4,-4
CCOc1cc(C=NNC(=O)c2cccc(S(=O)(=O)N3CCCC3)c2)ccc1O,-4,3,-1,-3.9,-2.2,-11,0.0,-1.1,-1.5,0.4,1
O=Cc1c(N2CCSCC2)nc2ccccn2c1=O,-37,-10,2,-0.1,1.4,-64,0.6,-0.5,1.5,2.2,-44
O=C1CC(NCc2ccco2)C(=O)N1CCc1ccccc1 (stereo unspecified),-1,-1,-6,0.2,0.3,-2,-0.8,-1.5,2.9,0.6,-4
CC1(c2nnc(-c3cccc(Cl)c3)o2)CC(c2cccnc2)=NO1 (stereo unspecified),-1,-4,3,0.7,0.9,-2,0.9,-0.8,3.9,3.8,5
O=C(Nc1ccc(OC(F)(F)F)cc1)N1CCc2nc(NCc3cccc(Oc4ccccc4)c3)ncc2C1,-8,-3,-8,-3.8,-1.7,-9,-1.4,-1.0,-0.4,x,-13
COCCCNC(=O)C[C@H]1C[C@H](C(=O)N2CCOCC2)[C@@]2(C)c3[nH]c4cc(CCC(=O)N(C)C)ccc4c3CCN2C1=O,-5,-2,0,0.5,-0.5,-2,-0.2,-0.2,-1.1,-0.6,-5
Cc1cc(C)c(NC(=O)CNC(=O)COC(=O)Cc2cccs2)c(C)c1,0,-3,11,0.5,1.5,-7,1.0,-1.1,2.4,-1.6,-11
COCCNC(=O)c1cc(-c2ccc3c(c2)OCO3)on1,4,1,4,1.9,2.1,0,3.5,0.5,10,0.5,4
CCOc1ccc(S(=O)(=O)N2CCCCC2)cc1NC(=O)CN1C(=O)NC(C)(c2ccccc2)C1=O (stereo unspecified),1,2,-20,-0.5,2.3,-3,-1.0,-0.8,1.4,0.5,4
Cc1ccc(C(=O)NC2CCSC2=O)cc1 (stereo unspecified),-1,-3,1,0.3,1.4,-1,-0.3,-1.4,1.4,-0.6,0
CCOC(=O)c1cnn(-c2nc(-c3ccc(C)cc3)cs2)c1C(F)(F)F,-11,-2,1,-0.5,0.8,-17,1.9,-1.7,2.9,0.7,-7
O=C(Cc1ccccc1)Nc1ccc(NC(=O)c2ccccc2)nc1,5,4,0,-0.4,3.4,4,4.5,-0.4,6.8,1.2,7

# (continued)
SMILES,PLCg1 inh,ADAM17 inh,sPLA2-III inh,DAX1 inh-1,FXN GAA850 act,PLCb3 inh,hcDAF12 agonist,ssDAF-12 act,hgDAF12 agonist,DAX1 inh-2,ADAM10 inh
CCN1CCN(CC(O)COc2ccc(C)c(C)c2)CC1 (stereo unspecified),1&6,-5&-3,4&3,0.5&0.5,-1.2&-2.9,-1&1,2.1&-0.6,-1.1&-1.5,2.7&0.8,0.1&0.3,-7&-24
COC(=O)c1ccccc1NC(=O)c1ccc(-c2cccc(Cl)c2)o1,4,0,4,0.4,0.2,3,-0.7,-1.1,4.6,3.8,2
CCOC(=O)C1CCN(C(C(=O)NC2CCCC2)c2ccc(C)cc2)CC1 (stereo unspecified),0,-4,9,-0.2,-1.9,-3,-0.7,0.2,-0.1,-0.4,-9
COc1ccc(C)cc1NS(=O)(=O)c1ccc2c(c1)n(C)c(=O)n2C,-2,-6,4,1.1,0.9,2,-0.8,-1.2,3.9,0.1,-7
CN(C)/C=C(/C(=O)c1ccc(Cl)cc1)S(=O)(=O)c1ccc(Cl)cc1,0,1,-3,-0.1,-1.4,4,0.3,-1.7,0.6,1.2,6
O=C(CSc1nc2ccccc2c(=O)n1-c1ccc(OC(F)F)cc1)NCc1cccs1,0,-4,0,0.2,1.2,4,-2.1,-0.7,1.0,-1.0,-4
CCOC(=O)N1CCN(S(=O)(=O)N2CCCC(C(=O)NCc3ccccc3OC)C2)CC1 (stereo unspecified),2,-2,10,-1.3,-0.4,0,-3.3,-0.8,0.2,0.5,-1
Cc1ncc(CO)c(/C=N/NC(=S)Nc2ccc(F)cc2)c1O,-132,-70,20*,-0.3,-0.5,-150,1.3,-0.1,0.3,0.9,-214
CC(=O)c1cccc(NC(=O)c2sc3nc4n(c(=O)c3c2C)CCCCC4)c1,2,3,4,0.4,2.0,-5,-0.5,-1.4,-2.1,-1.7,8

# Screening results: PubChem BioAssay, The Scripps Research Institute Molecular Screening Center
